Compound activity deposited in PubChem BioAssay by several laboratories.
PDI turbidity: inhibitors of human protein disulfide isomerase; P07237; AID 588391; hit rate 0.052% among 350,000; inhibition, % at 10 µM; PDI insulin aggregation turbidity, A650, 90 min;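 active means mean inhibition across replicates of 30% or more, whatever share of single replicates reach that level; inconclusive means mean inhibition below 30% while every single replicate reaches 30%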;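 further: absorbance from insulin aggregation driven by PDI reduction with DTT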
Target sequence (P07237 whole entry, looked up): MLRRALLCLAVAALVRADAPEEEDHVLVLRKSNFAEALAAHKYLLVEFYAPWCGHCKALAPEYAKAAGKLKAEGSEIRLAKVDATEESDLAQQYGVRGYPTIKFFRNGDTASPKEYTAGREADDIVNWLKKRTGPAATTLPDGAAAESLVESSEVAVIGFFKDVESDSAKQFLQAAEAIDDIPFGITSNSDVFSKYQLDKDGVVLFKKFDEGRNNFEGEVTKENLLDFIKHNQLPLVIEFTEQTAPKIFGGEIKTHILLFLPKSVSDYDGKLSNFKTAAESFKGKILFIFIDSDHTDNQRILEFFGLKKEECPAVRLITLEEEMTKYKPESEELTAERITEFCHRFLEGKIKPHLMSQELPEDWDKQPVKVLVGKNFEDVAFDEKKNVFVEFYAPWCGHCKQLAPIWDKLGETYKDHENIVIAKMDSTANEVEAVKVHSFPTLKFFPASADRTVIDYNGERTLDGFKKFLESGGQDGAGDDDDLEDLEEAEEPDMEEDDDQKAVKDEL
aDG glyco act: alpha-DG glycosylation activation. Pro5-aDG cells, alpha-DG glycosylation AlphaScreen (IIH6); 0% Pro5, 100% B10-LARGE cell signal. activation, % at 10 µM. hit rate 0.22% among 360,000;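 active means activation of at least 8% versus controls, or a plate z-score of at least 8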;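 further: Pro5 are CHO cells carrying HIG-tagged alpha-DG that lacks glycosylation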
Glyco luc inh: N-linked glycosylation inhibition; D54 ERlucT glycosylation luciferase reporter, 24 h; percent of 100 nM tunicamycin response; reporter increase, % at 12.5 µM; hit rate 0.23% among 360,000; AID 588692;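 active means mean luciferase reporter signal, scaled so untreated is 0 and the glycosylation-blocking control 100, at or above a set limit in every replicate; inconclusive means mean reaches the limit but not every replicate does; inactive means mean below the limit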;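 further: luciferase carries N-glycosylation sites so blocking glycosylation raises the light; 0% = median of neutral control wells and 100% = median of 100 nM tunicamycin wells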
Granule exo inh: lytic granule exocytosis inhibition | TALL-104 LAMP-1 surface exposure, flow cytometry; cells stimulated with thapsigargin and PMA | inhibition, % at 10 µM | hit rate 0.66% among 360,000;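 active means inhibition above about 55%, limit read from the data; inconclusive means no clear call, values can overlap the other calls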
iPSC survival up: increases survival of single human iPS cells. survival enhancement, % at 20 µM. hiPSC single-cell survival, ATPlite luminescence; 100% = ROCK inhibitor wells, 0% = DMSO. AID 602274. hit rate 0.044% among 360,000; in the data active means survival enhancement above about 18%;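 further: cells exposed to compounds for 16 hours before the ATP read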
H9c2 protect: myocardial damage modulation in H9c2 cells. H9c2 cardiomyocytes, H2O2 injury protection, ATPLite, 2 h. hit rate 0.63% among 360,000. protection from H2O2 cell death, % at 20 µM. AID 588492;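 active means compounds giving at least 50% protection of heart cells from peroxide-induced death in the single-dose screen, raw or plate-pattern-corrected value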;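 further: 0% = DMSO wells with peroxide and 100% = DMSO wells without peroxide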
ABCB6 inh MLPCN: human ABCB6 transporter inhibition; Q9NP58; K562-ABCB6 porphyrin accumulation, flow cytometry, 1 h; active compounds read low; fluorescence ratio to DMSO, % at 10 µM; hit rate 0.19% among 360,000; AID 602162;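 active means fluorescence ratio to DMSO below 75%, the collection mean minus 3 SD; inconclusive means too few cells collected in the well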;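 further: signal is porphyrin accumulated inside mitochondria; 100% equals median channel fluorescence of DMSO control wells; lower ratio means ABCB6 inhibition with less porphyrin fluorescence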
Vif inh: inhibitors of HIV Vif; inhibition, % at 7.49 µM; hit rate 0.35% among 340,000; HEK293T cells, Vif self-association by quenched fluorescence, imaging, 24 h; AID 602346; in the data active means inhibition above about 50%, passing the limit was not always enough; inconclusive means no clear call, values can overlap the other calls; inactive means below about 31%; further: some results filed as inactive read as strong as hits
m5-HT2A agonist: agonists of mouse serotonin 5-HT2A receptor (HTR2A). activation, % at 7.6 µM. CHO-K1 mHTR2A beta-arrestin complementation, luminescence; percent of 30 µM serotonin response. hit rate 0.66% among 360,000. AID 624169. P35363;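 active means activation above a run cutoff, the mean activation of all tested compounds plus 3 SD, cut at about 14% in these data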;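 further: 0% = plate median of compound wells and 100% = 30 µM serotonin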
Target sequence (P35363 whole entry, looked up): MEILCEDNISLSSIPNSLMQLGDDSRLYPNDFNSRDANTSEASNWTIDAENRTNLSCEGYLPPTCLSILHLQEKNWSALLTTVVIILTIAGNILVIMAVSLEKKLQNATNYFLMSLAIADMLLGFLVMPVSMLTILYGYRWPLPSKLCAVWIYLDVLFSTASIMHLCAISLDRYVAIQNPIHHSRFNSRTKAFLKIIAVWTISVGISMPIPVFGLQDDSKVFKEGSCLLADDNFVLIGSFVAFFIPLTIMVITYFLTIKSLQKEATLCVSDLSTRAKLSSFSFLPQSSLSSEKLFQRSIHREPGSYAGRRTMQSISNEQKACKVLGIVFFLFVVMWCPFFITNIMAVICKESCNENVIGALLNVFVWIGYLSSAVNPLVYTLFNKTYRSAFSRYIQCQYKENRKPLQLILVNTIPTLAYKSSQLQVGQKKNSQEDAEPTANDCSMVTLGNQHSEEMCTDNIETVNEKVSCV
CaV13 FRET inh: Primary screen for inhibitors of IQ motif and Ca2+-dependent inactivation inhibitor domain binding in CACNA1D, Förster resonance energy transfer in living cells, …. AID 743397. hit rate 0.098% among 340,000. inhibition, % at 12.3 µM. HEK cells, CFP/YFP FRET ICDI-IQ, plate reader, 10 min; percent FRET-ratio fall versus neutral wells;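 active means mean replicate inhibition of at least 30% and at least 1% of replicates passing that level; inconclusive means only one of the two criteria is met; inactive means neither criterion is met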;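 further: 0% = median of the neutral control wells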
Numbers without * were called inactive; ? = inconclusive; nt = no result given. An unsorted share of the library. Share with any hit: about 3.1%.

Start of the data: the first two records as a preview:
Sequence of screens: PDI turbidity	aDG glyco act	Glyco luc inh	Granule exo inh	iPSC survival up	H9c2 protect	ABCB6 inh MLPCN	Vif inh	m5-HT2A agonist	CaV13 FRET inh
> O=C(O)c1ccc(N/N=C/c2ccc(-c3ccccc3)cc2)cc1
→ 6	0.4	-5	24	2.4	-11	99	-2	-3	-4
> COc1ccc(-c2[nH]ncc2-c2ccc(Cl)cc2)c(O)c1
→ 4	-0.1	-4	-2	0.6	-6	111	4	-5	nt

The whole of this part, previewed entries included:
Sequence of screens: PDI turbidity	aDG glyco act	Glyco luc inh	Granule exo inh	iPSC survival up	H9c2 protect	ABCB6 inh MLPCN	Vif inh	m5-HT2A agonist	CaV13 FRET inh
> O=C(O)c1ccc(N/N=C/c2ccc(-c3ccccc3)cc2)cc1
→ 6	0.4	-5	24	2.4	-11	99	-2	-3	-4
> COc1ccc(-c2[nH]ncc2-c2ccc(Cl)cc2)c(O)c1
→ 4	-0.1	-4	-2	0.6	-6	111	4	-5	nt
> Cc1ccc(NC(=O)c2nc[nH]c2C(=O)N2CCc3ccccc3C2)cc1
→ 8	0.0	9	5	7.6	-3	101	-7	-1	-7
> O=C(NNS(=O)(=O)c1ccc(F)cc1F)C1Cc2c(ccc3ccccc23)O1 (stereo not given)
→ 3	0.1	1	0	1.7	-21	101	-39	9	-5
> O=C(CSc1nccc(=O)[nH]1)Nc1ccc2ccccc2c1
→ -5	-0.1	1	0	-0.3	16	107	6	-7	-3
> Cc1ccc2nc(SCC(=O)N3CCCC3)[nH]c2c1
→ 0	0.3	-11	0	-1.6	0	105	3	2	-4
> COc1ccc(-c2nsc3c(N4CCCCC4C)ncnc23)cc1 (stereo not given)
→ -4	0.2	-21	-1	-3.3	-21	101	3	2	-18
> Cc1cc(C)cc(N(CC(=O)Nc2cccc(C)c2C)S(=O)(=O)c2c(C)[nH]c(=O)[nH]c2=O)c1
→ -2	0.0	1	-8	-0.5	0	92	-8	0	-6
> C#CCOCCOCCOCCNc1nc(N2CCN(C(=O)CCCCCCCCCCNC(=O)[C@@H](CCC(=O)O)n3cc(CCCCCN)nn3)CC2)nc(N2CCN(C(=O)CCCCCCCCCCNC(=O)[C@H](CO)n3cc(CCCCCN)nn3)CC2)n1
→ -2	-0.2	0	3	0.0	2	89	-2	4	nt
> COC(=O)c1ccccc1N(C)C(=O)C12CCC(C)(C(=O)O1)C2(C)C (stereo not given)
→ 14	-0.2	0	-1	1.2	11	92	4	6	-5
> CCOc1ccc(S(=O)(=O)NCCC(=O)NCc2ccncc2)cc1
→ 2	-0.1	1	1	-0.4	-2	101	10	3	-5
> CCC(C)(C)n1nnnc1C(c1ccc(OC)c(OC)c1)N1CCN(C(=O)c2ccco2)CC1 (stereo not given)
→ 0	0.0	1	-1	0.8	-1	96	2	2	-7
> Cc1cc(C)nc(SCc2nnc(SCC(=O)N3CCCc4ccccc43)n2C)n1
→ 6	-0.1	0	-4	-0.4	4	100	-3	3	-7
> O=C(NCc1cccnc1)c1ccc(NS(=O)(=O)c2cccc([N+](=O)[O-])c2)cc1
→ 0	0.0	-1	3	1.9	2	99	9	-4	-6
> Cc1cccc2c(SCC(N)=O)nc(-c3ccccc3)nc12
→ -5	0.1	0	-3	-0.8	3	95	2	-1	-2
> CC(C)NC(=O)CCn1nc(-c2ccc(Cl)cc2)c2ccccc2c1=O
→ -2	-0.1	-4	8	0.8	-6	98	-7	-2	1
> CC1(C)C(=O)Nc2ccccc2N1C(=O)COC(=O)CNS(=O)(=O)c1ccc(F)c(F)c1F
→ 1	-0.3	0	-8	-0.3	17	100	0	-3	-8
> O=C(O)c1cccc(N/N=C(\N=Nc2ccccc2)c2ccccc2)c1
→ -1	-0.2	1	29	-0.9	-4	113	5	6	-9
> CC(C)c1cccc(C(C)C)c1NC(=O)COC(=O)c1ccc(OCC(=O)Nc2cccc(C(F)(F)F)c2)cc1
→ -9	0.0	4	-4	-2.5	-2	99	10	14	-6
> C/C=C\C=C\C(=O)N1CC2(CC(c3cccc(NC(=O)COc4ccc(Cl)cc4)c3)=NO2)C[C@H]1C(N)=O (stereo not given in full)
→ 1	0.2	-1	9	1.9	-8	96	11	-4	-6

An excerpt from above with just H9c2 protect and Glyco luc inh:
Molecule | H9c2 protect | Glyco luc inh
O=C(NCc1cccnc1)c1ccc(NS(=O)(=O)c2cccc([N+](=O)[O-])c2)cc1 | 2 | -1
Cc1cccc2c(SCC(N)=O)nc(-c3ccccc3)nc12 | 3 | 0
CC(C)NC(=O)CCn1nc(-c2ccc(Cl)cc2)c2ccccc2c1=O | -6 | -4

Compound profiles, as listed above. Order of screens: PDI turbidity	aDG glyco act	Glyco luc inh	Granule exo inh	iPSC survival up	H9c2 protect	ABCB6 inh MLPCN	Vif inh	m5-HT2A agonist	CaV13 FRET inh
CCOc1ccc(S(=O)(=O)NCCC(=O)NCc2ccncc2)cc1 as listed: 2	-0.1	1	1	-0.4	-2	101	10	3	-5
Cc1cc(C)nc(SCc2nnc(SCC(=O)N3CCCc4ccccc43)n2C)n1 as listed: 6	-0.1	0	-4	-0.4	4	100	-3	3	-7

Carrying on.
mol	PDI turbidity	aDG glyco act	Glyco luc inh	Granule exo inh	iPSC survival up	H9c2 protect	ABCB6 inh MLPCN	Vif inh	m5-HT2A agonist	CaV13 FRET inh
COc1ccc(CCNS(=O)(=O)c2ccc3[nH]c(=O)[nH]c3c2)cc1	3	0.0	0	29	3.8	1	110	3	2	-3
Cc1cc(C)n(-c2nnc(C)n2/N=C/c2ccc(O)cc2)n1	21	-0.3	4	4	0.2	-4	103	5	-1	-3
CC1CC(C)CN(C(=O)COC(=O)c2cc3ccccc3oc2=O)C1 (stereo not given)	16	0.1	2	-15	-3.6	5	102	5	4	-7
O=C(Nc1ccc2c(c1)OCO2)C1Cc2ccccc2CN1S(=O)(=O)c1cccs1 (stereo not given)	6	0.4	-2	1	11	3	82	-7	1	-4
Cc1c(C(=O)OCC(O)=C(C#N)c2nc3ccccc3[nH]2)oc2ccc(Br)cc12	-3	0.0	2	0	3.6	10	102	3	10	-7
COc1ccc2oc(=O)c(-c3csc(Nc4ccc(O)cc4)n3)cc2c1	-6	0.0	-1	15	-2.1	41	95	22	0	-4
O/N=C/c1ccccc1OCc1ccccc1Cl	1	-0.2	-2	-4	-1.2	3	116	nt	-3	nt
COc1cccc(CN2CCN(c3ccc(F)cc3)C2=O)c1	2	0.0	0	0	-0.8	0	102	-1	-5	4
Cn1cc([C@]2(O)C(=O)Nc3cccc(Cl)c32)c2ccccc21	nt	0.1	nt	-3	nt	nt	nt	nt	4	-7
COc1ccccc1C(=O)COC(=O)CCCN=C1NS(=O)(=O)c2ccccc21	-2	0.5	1	-6	-0.5	-6	100	2	8	-6
COc1ccccc1NC(=O)c1sc2nc(Cc3ccccc3)cc(C(F)(F)F)c2c1N	0	1.4	-2	3	-1.9	-6	140	?	8	-11
O=C(NCCCN1CCOCC1)c1ccc(Cl)c(S(=O)(=O)N2CCCCCC2)c1	0	0.6	-2	1	0.8	1	99	-10	-2	-4
CN(c1ccccc1C(=O)NC1CC2CCC1C2)S(=O)(=O)c1ccccc1 (stereo not given)	8	0.0	1	4	3.6	7	101	19	-1	-3
CCCN(C)C[C@@H]1Oc2ncc(Br)cc2C(=O)N([C@@H](C)CO)C[C@H]1C	10	-0.1	0	7	2.1	6	103	11	-1	-8
Cc1ccc(OCC(=O)N2CCc3ccccc32)c([N+](=O)[O-])n1	3	-0.1	-1	0	-0.6	-2	101	2	2	9
COc1ccc(-n2nc3c(c2NC(=O)CBr)CSC3)cc1	9	-0.3	0	-11	-0.3	4	95	1	-3	-5
Cc1cc(C)c2sc(N(CCCN(C)C)C(=O)c3ccc(S(=O)(=O)N(C)C4CCCCC4)cc3)nc2c1	-3	1.1	-7	20	-0.4	-26	97	-7	-8	-7
COc1cc(C2C(C#N)=C(N)Oc3c2c(-c2ccccc2)nn3-c2ccccc2)cc(OC)c1OC (stereo not given)	-4	-0.1	2	3	2.1	11	98	4	0	-4
Cn1cc(C(=O)N/N=C/c2cccc(O)c2)ccc1=O	-3	-0.7	1	0	1.3	-2	96	2	4	-3
CCOC(=O)C1CCCNC1=O (stereo not given)	1	-0.2	2	-1	-0.3	-5	92	5	-2	2
Cc1ccc(S(=O)(=O)/N=C(/c2ccc(F)cc2)N2CCCCC2)cc1	-2	-0.2	2	0	-0.4	-1	94	0	2	-3
COc1ccc(C(=O)n2nc(C)c(Br)c2C)cc1	-6	0.0	-2	-2	2.8	-7	101	-3	7	-5
c1cncc(-c2nc(NCCCn3ccnc3)c3ccccc3n2)c1	-7	0.1	1	-1	3.4	18	98	8	-1	-7
Cc1ccc(/C(N)=N/OC(=O)Cc2cccc3ccccc23)cc1	18	0.6	-3	-10	0.5	-27	101	5	-2	-4
O=C(Nc1ccc(Cl)cc1)ON=C1CCCC1	7	-0.2	2	4	4.5	-3	98	-9	2	-3
COC(=O)C(C(=O)OC)[C@@H]1C=C[C@H](C[N+](=O)[O-])N(C(C)=O)C1	-5	0.0	1	7	-0.9	24	100	-9	0	-3
Cc1ccccc1NC(=O)NCCCN1CCN(C)CC1	-2	-0.1	-1	2	-0.4	3	99	-7	-2	-19
FC(F)(F)c1cccc(CN2CCSCC2)c1	-3	0.3	3	-8	-0.2	10	98	8	-2	2
COc1ccc(-c2ccnc(-c3ccc(O)cc3)n2)cc1	-4	-0.1	13	3	-1.8	31	102	7	2	-4
